Screens (PubChem)
NFkB transloc pot – enhances IL-1B driven NFkB nuclear translocation. HUVEC IL-1B NFkB p65 nuclear translocation imaging. activation, % at 2 µM. hit rate 0.3% among 94,000. AID 819;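 active = activation above 40%, about the mean plus 3 SD, also judged a hit on visual image review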;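 note: percent activation is computed from the nuclear over cytoplasmic p65 intensity ratio; values of inactives mirror those of a sister screen read the other way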
Bcl-B displacement – displacers of TR3 peptide from Bcl-B, primary screen, selectivity assay for Bfl-1 inhibitor project, biochemical, fluorescence polarization; FP displacement of FITC-TR3 peptide from Bcl-B; higher % means a stronger effect; one-dose displacement, % at 20 µM; IC50 in µM for titrated hits; hit rate 0.11% among 96,000; AID 748;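 active = displacement above 50% at 20 µM plus a fluorescence interference ratio under 1.5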;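 note: plate controls were wells without compound for no effect and wells lacking Bcl-B protein for full effect; a part of the inactive calls stands beside numbers as strong as those of hits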
IL1B NFkB inh – blocks IL-1B driven NFkB nuclear translocation in HUVEC cells. HUVEC IL-1B NFkB p65 nuclear translocation imaging. inhibition, % at 2 µM. hit rate 0.43% among 94,000. AID 796;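 active = inhibition above about 30% together with a positive call from visual inspection of the well image, limit read from the data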;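 note: nuclear over cytoplasmic p65 intensity ratio measured by imaging; 0% = IL-1B stimulated DMSO wells and 100% = unstimulated DMSO wells; values of inactives mirror those of a sister screen read the other way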
PLAP inhibitors HTS – PLAP enzyme inhibitors, biochemical, luminescence, HTS (AID 690) | inhibition, % at 20 µM; hits with a dose series show IC50 in µM | purified PLAP, luminescent substrate; higher % means a stronger effect | hit rate 0.08% among 96,000; in the data active = a potency from the dose series; inactive = the rest, 99 in 100 with inhibition below about 30%; note: strong numbers were not always called active
MRP resist rev – MRP-mediated drug resistance reversal; H69AR cells + 2 uM doxorubicin, CellTiter-Glo, 72 h; differential viability (reversal), % at 10 µM; hit rate 0.04% among 85,000; AID 602;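 active = viability drop by adding the cancer drug above about 55%, with treated viability meeting a 40% cutoff, limit read from the data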;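 note: viability without doxorubicin minus viability with 2 µM doxorubicin for each compound; larger differential means the compound sensitizes cells more to doxorubicin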
MRP resist rev cytotoxicity – further read-out of MRP resist rev, marked with its call; viability, %; H69AR cells, CellTiter-Glo, 72 h; measured here: cytotoxicity without doxorubicin
MRP resist rev with doxorubicin – further read-out of MRP resist rev, marked with its call; viability, %; measured here: viability with 2 uM doxorubicin; stronger effect = lower value
IL1B NFkB inh cell count 2 µM – also measured in IL1B NFkB inh; calls as there; cell count; measured here: cells passing quality filter;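 raw number of nuclei counted in each imaged well without normalization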
NFkB transloc pot cell count 2 µM – further read-out of NFkB transloc pot, marked with its call; cell count; measured here: cells passing quality filter
* hit, by the source's call. Not all compounds are listed; rates above refer to the full screens.

SMILES	NFkB transloc pot	NFkB transloc pot cell count 2 µM	Bcl-B displacement	IL1B NFkB inh	IL1B NFkB inh cell count 2 µM	PLAP inhibitors HTS	MRP resist rev	MRP resist rev cytotoxicity	MRP resist rev with doxorubicin
CC(=O)Oc1ccc2c(C)cc(=O)oc2c1	2	147	0%	-2	147	25%	-4	96	100
